PhoP GFP inhibition – Inhibition of PhoP regulon, Salmonella typhi GFP reporter cells, confirmation, 4 h (AID 1850); Salmonella Typhi PhoP-promoter GFP reporter, fluorescence, 4 h; higher % means a stronger effect; inhibition, % at 50 µM, or IC50 in µM where a hit was titrated; 0.33% of 310,000 active; in the data active means a potency from the dose series; inconclusive means inhibition mostly from about 25% at the one dose, without a potency; inactive means the rest, 99 in 100 with inhibition below about 19%;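 further: 0% = induced wells with vehicle and 100% = uninduced wells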
M. tuberculosis HTS – M. tuberculosis growth inhibition, HTS (AID 449762). M. tuberculosis H37Rv growth inhibition, 7H9 media; higher % means a stronger effect. one-dose inhibition, % at 25 µM; IC50 in µM for titrated hits. 0.59% of 330,000 active; in the data active means a potency from the dose series; inconclusive means inhibition above about 70% without an active follow-up result;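 further: bacterial growth assessed after seven days of incubation; strong numbers were not always called active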
H1N1 NS1A inhibition – NS1A inhibition, H1N1 influenza, cell based functional assay (AID 504329) | NS1A functional cell-based assay, percent inhibition; higher % means a stronger effect | inhibition, % at 12.5 µM, or IC50 in µM where a hit was titrated | 0.3% of 340,000 active; in the data active means a potency from the dose series; inconclusive means inhibition above about 27% without an active follow-up result; further: strong numbers were not always called active
VEEV TC-83 Vero – inhibitors of VEEV TC-83 cytopathic effect, confirmation, Vero cells (AID 588727); Vero cells, VEEV TC-83 cytopathic effect inhibition; higher % means a stronger effect; inhibition, % at 20 µM, or IC50 in µM where a hit was titrated; 0.13% of 350,000 active; in the data active means a potency from the dose series; inconclusive means inhibition mostly from about 14% at the one dose, without a potency; inactive means the rest, 99 in 100 with inhibition below about 12%; further: strong numbers were not always called active
tuberculosis growth – growth inhibition of non-replicating M. tuberculosis (AID 488890); Mycobacterium tuberculosis non-replicating, growth inhibition; higher % means a stronger effect; one-dose inhibition, % at 25 µM; IC50 in µM for titrated hits; 0.39% of 320,000 active; in the data active means a potency from the dose series; inconclusive means inhibition mostly from about 82% at the one dose, without a potency; inactive means the rest, 99 in 100 with inhibition below about 76%;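 further: plate controls were DMSO cells for no effect and high antibiotic wells for full effect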
VEEV TC-83 Vero 10K pilot screen – second read-out of VEEV TC-83 Vero, no call of its own (marks repeat the call); inhibition, %; measured here: 10K pilot screen inhibition
The depositor's hits bear a star; i = inactive; ? = inconclusive; . = not tested or not shown.

SMILES | PhoP GFP inhibition | M. tuberculosis HTS | H1N1 NS1A inhibition | VEEV TC-83 Vero | tuberculosis growth | others
Cc1c(C(=O)N/N=C/c2c(O)ccc3ccccc23)nnn1-c1nonc1N | 2% | 6% | -5% | ? | -12%
O=C(CN=C1NC(=O)C(c2ccccc2)(c2ccccc2)N1)NCc1ccc(F)cc1 | 3% | 3% | 12% | 0.2% | 4%
COc1ccc(Cc2nnc(NC(=O)CSc3ccccc3)s2)cc1 | 13% | 10% | 6% | 0.4% | 7%
CCc1ccc(N2C(=O)CC(N3CCC(C(=O)OC)CC3)C2=O)cc1 (centres undefined) | -7% | 6% | -5% | 0.1% | i
CC1CCN(C(=O)COC(=O)c2n[nH]c3ccccc23)CC1 | 4% | -2% | -13% | 1.5% | 5%
Cc1ccccc1-c1nc(CS(=O)(=O)CC(=O)NC(C)c2ccccc2)c(C)o1 (centres undefined) | -2% | 4% | -5% | 4.8% | 0%
Cc1cn(-c2cc(NC(=O)c3ccc(C)c(NC(=O)c4cccc(-c5cn[nH]c(=O)c5)c4)c3)cc(C(F)(F)F)c2)cn1 | -2% | 8% | 1% | 7.8% | 15%
CCOC(=O)CCSc1nc(C(C)(C)C)cc(C(F)(F)F)c1C#N | -13% | ? | -9% | 4.6% | 78%
COc1ccc(NS(=O)(=O)c2cccc(C(=O)N3CCN(C(=O)c4ccco4)CC3)c2)cc1 | . | -3% | -4% | 1.2% | -3%
COCCN=c1scc(-c2ccc3c(c2)NC(=O)CO3)n1/N=C(\C)c1ccc(O)cc1 | 21% | 7% | -5% | 2.5% | 19%
O=C(CSc1nnc(-c2cc3ccccc3cc2O)n1Cc1ccco1)c1ccc(F)cc1 | -9% | 3% | 3% | i | 33%
Cc1ccc(N2CC(C(=O)Nc3nnc(SCCC4OCCO4)s3)CC2=O)cc1C (centres undefined) | -1% | 4% | -2% | 5.0% | .
Cn1cccc1C(=O)NCC1COc2ccccc2O1 (centres undefined) | . | . | -4% | 2.3% | .
CCCCn1ccnc1C | 15% | -3% | -10% | 0.9% | -15%
O=S(=O)(Nc1ccc(Oc2ncccn2)c(Cl)c1)c1ccc(Cl)cc1 | 1% | -1% | -9% | 1.2% | 6%
Clc1cccc(CSc2nnc(-c3c[nH]c4ccccc34)o2)c1 | -9% | 0% | -2% | i | 12%
Cc1c(C(=O)Nc2cccc(C(F)(F)F)c2)oc2ccc(S(=O)(=O)N3CCOCC3)cc12 | -12% | -6% | 19% | 5.9% | 0% | VEEV TC-83 Vero 10K pilot screen=3.9
c1cncc(-c2nnc(-c3cccnc3)nn2)c1 | 3% | ? | 0% | 4.7% | 47%
CC(C)c1cc(C(=O)Nc2cc(Cl)ccc2O)no1 | -12% | -4% | 24% | 0.8% | 48%
Cc1cccc(-n2ncc3c(N(CCO)CCO)ncnc32)c1 | 16% | -5% | 1% | 6.1% | .
CCCCC1(CC(=O)OC)C(=O)N(c2ccccc2)N(c2ccccc2)C1=O | -4% | 5% | -2% | 0.3% | -13%
Cc1c(C(=O)C(=O)NCCC2=CCCCC2)c2ccccc2n1C | 2% | 4% | 7% | i | 20%
Cc1ccc(S(=O)(=O)N/N=C/c2cc(Br)ccc2O)cc1 | 2% | -1% | 2% | 0.8% | 15%
Cc1ccc(NC(=O)C2CCCN(S(=O)(=O)c3c(C)noc3C)C2)cc1 (centres undefined) | -15% | 3% | -7% | 1.0% | -2%
Clc1ccc(C#Cc2cccnc2)cc1 | 12% | -5% | -4% | 1.0% | -3%
Cc1nnc(SCC(=O)NCc2cccs2)[nH]c1=O | -4% | -18% | -5% | 0.9% | -5%
Cc1ccc(OC(=O)NC2CCS(=O)(=O)C2)cc1C (centres undefined) | -3% | 3% | 6% | 0.3% | -9%
Cc1cccc(N2C(=O)NC(=O)C3(Cc4cc(C)ccc4N(C)C3)C2=O)c1 (centres undefined) | 0% | 3% | -3% | 6.7% | 6%
Cc1ccccc1Nc1c([N+](=O)[O-])cncc1[N+](=O)[O-] | -5% | 7% | 12% | i | .
CC(O)CC(C)O (centres undefined) | . | 3% | 1% | 1.8% | 5%
Cc1cc(C)nc(NC(=O)C(C)N2C(=O)c3ccccc3C2=O)n1 (centres undefined) | 1% | -5% | 4% | i | -11%
CCN(C[C@H]1N[C@@](Cc2ccccc2)(C(=O)OC)[C@H]2C(=O)N(C)C(=O)[C@@H]12)S(=O)(=O)c1ccc(OC)cc1 | . | -2% | 0% | 4.3% | 3%
CCN(CC)CCN(C(=O)CCS(=O)(=O)c1ccccc1)c1nc2cc(OC)c(OC)cc2s1 | -6% | 10% | -6% | i | -19%
CCc1ccccc1NC1c2ccccc2C(=O)N1c1cccnc1 (centres undefined) | -12% | -1% | -8% | 0.4% | 10%
COc1ccc(C(=O)Nc2ccc([N+](=O)[O-])cn2)cc1OC | -3% | -6% | 9% | 3.2% | -4%
O=C(COC(=O)CCC(NC(=O)OCc1ccccc1)C(=O)OCC(=O)Nc1ccccc1)Nc1ccccc1 (centres undefined) | -28% | -6% | 0% | 1.4% | -9%
O=C1NNC(=O)C2C3C=CC(C4CC34)C12 (centres undefined) | 8% | 1% | 4% | 5.6% | -11%
O=C(COC(=O)c1ccccn1)Nc1cccc2ccccc12 | 21% | 4% | -3% | 2.3% | 14%
COc1ccc(C2CC(=O)C3=C(C2)NC(C)=C(C#N)C3c2ccc(N(C)C)cc2)cc1 (centres undefined) | -3% | 20µM* | 9% | 27% | ?
O=C(O)c1nn(CCOc2ccc(Br)cc2)c(=O)c2ccccc12 | 1% | 6% | -1% | 2.5% | 29%
CCCCNc1c(N)n(CCCC)c(=O)[nH]c1=O | -5% | 9% | . | . | -15%
Cc1cc(=O)[nH]c(N/N=C/c2ccc3c(c2)OCCO3)n1 | 5% | 4% | -7% | 0.6% | 3%
Cc1c(/C=N/Nc2ccc(C(=O)O)cc2)c2ccccc2n1C | 1% | 1% | 16% | 5.7% | 1%
CN(C)c1ccc(C2(c3ccc(N(C)C)cc3)OC(=O)c3cc(N)ccc32)cc1 | -15% | -1% | 22% | 0.7% | -15%
CC(=O)O[C@H]1C[C@@H]2OC3C=C(C)CCC3(C)[C@@]1(C)[C@@]21CO1 (some centres undefined) | . | . | 0% | 4.8% | .
O=C(CCS(=O)(=O)c1cc(Br)cc2c1N(C(=O)C1CC1)CC2)NCc1ccco1 | . | . | -4% | i | .
CN(Cc1c(C(=O)N/N=C/c2cccc(O)c2)nnn1-c1nonc1N)c1ccccc1 | -28% | 16% | 4% | 3.1% | 29%
CCN1C(=O)CS/C1=N\S(=O)(=O)c1ccc(Cl)cc1 | 4% | -1% | -1% | 0.8% | -9%
CCN(CC)S(=O)(=O)c1ccc(OC)c(NC(=O)C2CC(=O)N(c3ccc(C)cc3)C2)c1 (centres undefined) | -3% | -18% | 4% | 2.0% | -4%
COc1ccc(S(=O)(=O)Nc2ccccc2Cl)cc1NC(C)=O | 5% | -2% | 7% | 1.0% | 22%
CCCCOP(=O)(OCCCC)C(Nc1ccccc1)c1ccc2c(c1)OCO2 (centres undefined) | -2% | 3% | 1% | 5.0% | 0%
CN(NC1OC(=O)c2ccccc21)c1ccccc1[N+](=O)[O-] (centres undefined) | 2% | -2% | 1% | 7.6% | -4%
O=C(COC(=O)c1ccc(F)cc1Cl)NC(=O)NC1CCCC1 | . | 3% | -11% | i | 72%
O=C(CSc1ncccn1)NCC1CCCO1 (centres undefined) | -1% | -2% | 0% | 1.1% | -12%
CC1CCC(NC(=O)CC(C)(C)Cc2nc3ccccc3c(=O)[nH]2)CC1 (centres undefined) | -6% | 2% | 2% | i | 13%
CC1=C(C(=O)Nc2ccc(Cl)cc2)C(c2cccs2)n2nnnc2N1 (centres undefined) | 1% | 1% | 2% | 0.3% | 32%
Cn1c(=O)c2c(ncn2CC(=O)N/N=C/C=C/c2ccccc2[N+](=O)[O-])n(C)c1=O | -2% | 4% | . | . | 1%
O=C1CSC(c2cccnc2)N1c1cccc(Cl)c1 (centres undefined) | 5% | -8% | -4% | 2.6% | -14%
O=C(C1CCN(CC2CCCCC2)CC1)N1CCCC1 | -7% | -6% | -2% | 1.3% | 49%
O=C(CCC(=O)c1ccc(F)cc1)Nc1cccc(C(F)(F)F)c1 | -3% | 0% | -6% | 0.7% | -4%

Some of these compounds in order of molar mass, rising.
SMILES | PhoP GFP inhibition | M. tuberculosis HTS | H1N1 NS1A inhibition | VEEV TC-83 Vero | tuberculosis growth | others
Cn1c(=O)c2c(ncn2CC(=O)N/N=C/C=C/c2ccccc2[N+](=O)[O-])n(C)c1=O | -2% | 4% | . | . | 1%
CCCCOP(=O)(OCCCC)C(Nc1ccccc1)c1ccc2c(c1)OCO2 (centres undefined) | -2% | 3% | 1% | 5.0% | 0%
CN(Cc1c(C(=O)N/N=C/c2cccc(O)c2)nnn1-c1nonc1N)c1ccccc1 | -28% | 16% | 4% | 3.1% | 29%
O=C(CCS(=O)(=O)c1cc(Br)cc2c1N(C(=O)C1CC1)CC2)NCc1ccco1 | . | . | -4% | i | .

Next records.
SMILES | PhoP GFP inhibition | M. tuberculosis HTS | H1N1 NS1A inhibition | VEEV TC-83 Vero | tuberculosis growth | others
COc1cc(C2Nc3ccccc3NC3=C2C(=O)CC(c2ccc(OC)c(OC)c2)C3)ccc1O (centres undefined) | 5% | -13% | 1% | 0.1% | 2%
CC1CCCC(NC(=O)COC(=O)[C@@H](NC(=O)c2ccco2)C(C)C)C1C (some centres undefined) | -4% | 10% | 6% | i | 27%
FC(F)(F)c1nnc2sc(-c3ccncc3)nn12 | 7% | 2% | 0% | i | 2%
NC1=NC2(CCC(c3ccccc3)CC2)n2c(nc3ccccc32)N1 (centres undefined) | 0% | 29µM* | -12% | 5.9% | 78%
CCN(CC)S(=O)(=O)c1ccc(N2CCN(C)CC2)c(NC(=O)COc2ccc(F)cc2Cl)c1 | -1% | ? | 3% | 3.9% | 27%
CC1=C(C(=O)NC2CCCc3c2cnn3-c2cccc(C)c2C)OCCO1 (centres undefined) | -5% | -14% | -5% | 1.8% | 30%
COc1ccccc1N1CCN(C(=O)c2ccccc2NC(=O)C2CCCCC2C(=O)O)CC1 (centres undefined) | -8% | 1% | -5% | 2.3% | -7%
O=C(NCc1ccccc1)c1cc2ccccc2oc1=O | -4% | 9% | -25% | 2.8% | i
O=C(N1CCCCCC1)N1CCN(S(=O)(=O)N2CCCCC2)CC1 | -13% | -2% | 4% | 0.4% | -3%
CN(CC(=O)Nc1ccc(F)c(F)c1F)C(=O)CCN1C(=O)C2CCCCC2C1=O (centres undefined) | . | -6% | -21% | 0.6% | -1%
COc1ccc(CCNC(=O)CSc2n[nH]c(N)n2)cc1 | 14% | 0% | 5% | 1.0% | -3%
O=C(COC(=O)Cn1cnc2ccccc21)Nc1ccc(OC(F)F)cc1 | . | 1% | 11% | 0.4% | -11%
CCOc1ccc(C(=O)N2CCCC(c3nc(-c4cccs4)no3)C2)cc1 (centres undefined) | 3% | 0% | -6% | 0.1% | 9%
Cc1cc(C)c(NC(=O)COC(=O)C2CCN(c3ccc(C(F)(F)F)cn3)CC2)c(Cl)c1 | 5% | -18% | -15% | 6.9% | -4%
CC(C)OC(=O)NC(C)(C)COC(=O)Nc1cccc(Cl)c1 | 21% | 4% | 7% | i | 0%
O=C(CN1C(=O)/C(=C\c2ccccc2Cl)Oc2ccccc21)NCc1cccnc1 | 6% | 1% | 6% | i | -4%
CC(C)n1c(N)c(C#N)c2ccc([N+](=O)[O-])cc2c1=O | 6% | -9% | -10% | 0.6% | -5%
CCCCCn1nc(C(=O)OCc2nnc(-c3ccccc3)o2)c2ccccc2c1=O | -2% | 6% | -2% | 2.4% | -8%
Clc1ccc(CSc2nnc(CN3CCOCC3)n2-c2ccccc2)cc1Cl | -5% | 3% | -12% | 4.6% | 18%
COc1ccc(/C=N/NC(=O)c2cc[n+]([O-])cc2)cc1OC | 3% | -16% | 8% | 22% | 40%
COc1cccc(CN(C)C(=O)CCNC(=O)c2ccc(Br)cc2)c1 | -4% | -6% | 14% | 1.5% | 6%

By substructure, the compounds so far containing bromine
SMILES | PhoP GFP inhibition | M. tuberculosis HTS | H1N1 NS1A inhibition | VEEV TC-83 Vero | tuberculosis growth | others
Cc1ccc(S(=O)(=O)N/N=C/c2cc(Br)ccc2O)cc1 | 2% | -1% | 2% | 0.8% | 15%
O=C(O)c1nn(CCOc2ccc(Br)cc2)c(=O)c2ccccc12 | 1% | 6% | -1% | 2.5% | 29%
O=C(CCS(=O)(=O)c1cc(Br)cc2c1N(C(=O)C1CC1)CC2)NCc1ccco1 | . | . | -4% | i | .
COc1cccc(CN(C)C(=O)CCNC(=O)c2ccc(Br)cc2)c1 | -4% | -6% | 14% | 1.5% | 6%
